Screening data as filed in PubChem.
EBV gp42 inh – blocks Epstein-Barr virus glycoprotein 42 binding. inhibition, % (tested at 21.74 µM). AID 1085. actives 0.42% (n = 220,000). Fluorescence polarization binding assay, mP read-out; in the data active = inhibition above about 50%
Target sequence (Q1HVG2 whole entry, looked up): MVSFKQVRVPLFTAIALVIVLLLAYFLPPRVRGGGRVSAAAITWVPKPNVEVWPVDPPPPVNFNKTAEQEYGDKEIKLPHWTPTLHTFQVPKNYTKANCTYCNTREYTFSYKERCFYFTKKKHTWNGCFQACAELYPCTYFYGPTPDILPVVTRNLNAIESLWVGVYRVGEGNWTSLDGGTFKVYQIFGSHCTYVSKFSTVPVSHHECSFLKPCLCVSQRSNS
PPC-1+TRAIL kill – PPC-1 cancer cell killing with TRAIL present | actives 0.41% (n = 220,000) | PPC-1 cells + TRAIL, ATPLite viability luminescence | cell killing (% activity), % at 4 µM;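 active = cell killing above 50% in the first pass at 4 µM, then a duplicate retest at 5 µM averaging 50% or more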;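 also: plate controls were cells with TRAIL plus DMSO for no effect and medium-only wells lacking cells for full effect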
NCF1 inh – blocks human p47phox regulatory protein of NADPH oxidases; P14598; p47phox/p22phox peptide binding, fluorescence polarization, 2 h; inhibition, % at 24.7 µM; actives 0.53% (n = 220,000); AID 1274;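 active = inhibition above about 30%, limit read from the data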;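 also: 0% = p47phox with labelled peptide and 100% = labelled peptide alone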
Mdm2 ligase inh – blocks human Mdm2 ubiquitin ligase activity; signal enhancement, % at 5 µM; actives 0.11% (n = 210,000); cell-based MDM2 ubiquitination luciferase reporter, 2 h; 0 = plate control, 100 = twice control, blank-subtracted;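 active = signal enhancement of 30% or more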;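 also: luminescence tracks abundance of the self-degrading MDM2-luciferase fusion protein; higher signal means inhibition of MDM2 E3 ligase activity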
Target sequence (Q00987 whole entry, looked up, the tested form may be a part): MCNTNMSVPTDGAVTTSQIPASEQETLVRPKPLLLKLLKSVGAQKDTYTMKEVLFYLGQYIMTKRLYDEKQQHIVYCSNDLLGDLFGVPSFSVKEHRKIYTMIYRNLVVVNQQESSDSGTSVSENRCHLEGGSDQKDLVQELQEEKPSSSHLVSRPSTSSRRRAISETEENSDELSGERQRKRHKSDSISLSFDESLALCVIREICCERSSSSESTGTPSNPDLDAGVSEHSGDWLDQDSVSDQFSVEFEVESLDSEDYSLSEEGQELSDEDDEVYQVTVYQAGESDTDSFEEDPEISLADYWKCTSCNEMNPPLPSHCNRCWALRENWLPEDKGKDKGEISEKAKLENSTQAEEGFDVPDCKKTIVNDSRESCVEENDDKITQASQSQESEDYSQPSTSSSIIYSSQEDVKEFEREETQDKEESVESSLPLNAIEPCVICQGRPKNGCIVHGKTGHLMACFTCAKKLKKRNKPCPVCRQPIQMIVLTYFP
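Test system: stable mammalian line carrying autodegrading MDM2–luciferase fusion reporter; quantity: 2000 cells in each well; times: 4 h cell settling then 2 h compound exposure, 37 °C; detection: luminescence with SteadyLite reagent, 15 min at room temperature; evaluation: percent signal gain over controls, blank-subtracted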
TNF necrop inh – blocks TNF-alpha induced death of Jurkat FADD-/- cells. Jurkat FADD-/- TNF necroptosis rescue, ATP luminescence, 24 h; 0 = TNF only, 100 = no-TNF cells. activation (protection from cell death), % at 10 µM. actives 0.068% (n = 220,000). AID 463075;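 active = activation, meaning protection from cell death, of at least 50% relative to plate controls; inactive = activation below 50%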;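 also: necroptosis triggered by 40 ng/mL TNF-alpha added together with compound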
TRPML3 agonist – human mucolipin-3 channel agonism. Q8TDD5. HEK293 TRPML3-YFP, Fluo-8 calcium fluorescence; 100% = the carbachol control signal. activation, % at 3 µM. actives 0.29% (n = 220,000);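 active = activation above its plate's cutoff, the mean activation of the plate's test wells plus 3 SD, cut at about 12% in these data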;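 also: 0% = DMSO only wells and 100% = carbachol wells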
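Test system: TRPML3-YFP stable HEK293 cells. Doses: single point at 3 µM. Incubation: dye loading 1 h 37 °C then 30 min ambient, 125 s read. Signal: Fluo-8 calcium dye fluorescence, ex 470-495, em 515-575 nm. Measure: percent activation from peak-to-basal fluorescence ratio, scaled between DMSO and carbachol.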
CHOP inh – blocks CHOP induction under ER stress. CHO-K1 CHOP-promoter luciferase, tunicamycin-induced, 15-18 h. inhibition, % at 10 µM. actives 3.8% (n = 220,000). AID 2732;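 active = compounds that reduced the stress-induced luciferase reporter signal by more than about 70% of percent inhibition, limit read from the data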;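 also: 0% = tunicamycin plus vehicle and 100% = wells without tunicamycin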
zfTRPN1 agonist – agonists of zebrafish TRPN1 channel. HEK293 zebrafish TRPN1-YFP, Fluo-8 calcium fluorescence; 100% = response to 87 µM carbachol. activation, % at 3 µM. actives 0.18% (n = 220,000);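 active = activation above its plate's cutoff, the mean activation of test wells on that plate plus 3 SD, cut at about 19% in these data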;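 also: 0% = DMSO alone and 100% = 87 µM carbachol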
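Material – zebrafish TRPN1-YFP in HEK293 cells · Doses – 3 µM single point · Schedule – dye 1 h 37 °C plus 30 min RT · Signal – Fluo-8 calcium fluorescence, excitation 470-495 nm, emission 515-575 nm · Read-out – % activation versus carbachol response · Control set – carbachol high, DMSO low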
Runt-SMMHC FRET – Runt domain-CBFb-SMMHC interaction inhibition | Q01196+Q13951 | Cerulean-Runt/Venus-CBFb-SMMHC FRET ratio 530/480, 1 h | inhibition, % at 20 µM | actives 0.74% (n = 220,000);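 active = mean inhibition across duplicate retests at 20 µM reaching about 50%, limit read from the data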;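 also: 0% = DMSO wells and 100% = wells with excess untagged CBFb-SMMHC; inhibitors lower the FRET ratio by blocking Runt binding to CBFb-SMMHC; some results filed as inactive read as strong as hits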
* marks the source's active call; other numbers are inactive results; nt = no result given.

Results follow in this order: EBV gp42 inh	PPC-1+TRAIL kill	NCF1 inh	Mdm2 ligase inh	TNF necrop inh	TRPML3 agonist	CHOP inh	zfTRPN1 agonist	Runt-SMMHC FRET
COC(=O)c1cccc(NC(=O)CSc2nnnn2C)c1
 : -13	8	-8	1	-0.7	0.6	10	0.7	1
CC(C)[C@H](NC(=O)c1ccccc1F)C(=O)Nc1nc2c(s1)CCCC2
 : -2	-19	0	17	0.9	-0.1	36	-0.4	2
COCCNC(=O)c1c(N)n(/N=C/c2cccs2)c2nc3ccccc3nc12
 : -12	17	-6	-12	-7.9	1.0	-2	1.2	24
COc1ccc(Cl)cc1N1Cc2ccccc2C1
 : -2	4	-18	-5	-0.8	-0.1	8	-1.1	-2
CC1=CC(C)(C)N=C(Nc2ccc(C)cc2)S1
 : -2	9	-6	-14	-2.4	1.0	48	0.3	0
CC(C)(C)NC(=O)C(=O)NCCC1=CCCCC1
 : 1	22	-2	1	2.4	0.7	1	0.5	-5
CC(C)CNS(=O)(=O)c1ccc(CCC(=O)NCC2CCCO2)cc1 (centres undefined)
 : -8	-5	10	1	-1.2	0.2	-13	0.7	-1
c1ccc2c(c1)nc1n2CN(Cc2ccc3c(c2)OCO3)CN1
 : -4	0	-9	-5	-0.2	0.4	13	0.9	1
COCC(C)N1C(=O)Cc2c1nc(N)c1c(N)nc(N3CCN(c4ccccc4F)CC3)c(C#N)c21 (centres undefined)
 : 9	-10	-19	-9	-1.0	1.6	47	1.5	0
Cc1sc(NC(=O)c2ccco2)nc1-c1ccc2c(c1)CC(C)N2C(=O)C1CC1 (centres undefined)
 : -2	0	-32	-4	-17	0.3	nt	1.1	2
Cc1cc(=O)[nH]c(N/N=C/c2ccc([N+](=O)[O-])cc2)n1
 : -11	-5	-14	-14	-1.2	0.9	1	0.7	2
C=CCNC(=O)COC(=O)c1ccc(C)c(NC(=O)c2ccco2)c1
 : -19	6	-14	-12	1.8	0.3	-8	-0.2	-1
O=C(CCc1ccc(S(=O)(=O)N2CCOCC2)cc1)N1CCc2ccccc2C1
 : -20	16	0	-23	0.7	1.2	-17	-1.1	-3
O=C1C(C=NCCCN2CCCC2=O)=C(O)c2ccccc21
 : -16	12	-7	-19	0.9	0.7	11	0.6	-3
CC(=O)Nc1nc(=S)ss1
 : -10	15	-18	-8	-0.6	1.7	10	0.0	3
CCOc1cc(CNCc2ccncc2)cc(Br)c1OCc1ccccc1F
 : -6	13	-10	-8	-13	-0.1	39	1.1	-7
O=C(c1nnc(-c2ccccc2)o1)C1CC1
 : -3	-4	5	3	-0.2	-0.1	-9	1.6	1
COc1ccccc1N1CCN(C(=O)CSc2nc(-c3ccccc3)cc(=O)[nH]2)CC1
 : -11	16	-13	-1	-0.3	0.7	11	0.8	2
Cc1ccccc1NC(=O)C1CC(=O)n2ncnc2N1 (centres undefined)
 : -17	-10	-15	-9	1.4	0.9	8	0.9	2
CCCCC(=O)Nc1nn(C)c2nc3c(C)cccc3cc12
 : 5	6	-14	17	2.0	0.9	76*	0.5	43
O=C(C1CCN(C2CCN(CC3CC=CCC3)CC2)CC1)N1CCOCC1 (centres undefined)
 : -8	11	-20	-3	1.1	0.7	-19	0.8	2
CSC1=N/C(=C\c2ccccc2)C(=O)N1C
 : -52	-3	-5	-1	-2.5	0.5	8	-0.4	3
Cc1ccc(-n2c(=O)[nH]c3c(C(N)=O)nc(CC(C)C)nc32)cc1
 : -7	3	-5	-12	-2.8	0.4	49	-1.4	-3
Nc1cc(-c2ccccc2)nn1S(=O)(=O)c1ccc(Br)cc1
 : -1	10	-8	-6	3.7	-1.0	16	-0.1	-3
CCOc1ccccc1NC(=O)C1=C(C)NC(=S)NC1c1cccs1 (centres undefined)
 : 6	18	-10	0	1.7	0.5	-8	-0.9	0

Rewritten with bars between the fields: 13 of the compounds above
SMILES | EBV gp42 inh | PPC-1+TRAIL kill | NCF1 inh | Mdm2 ligase inh | TNF necrop inh | TRPML3 agonist | CHOP inh | zfTRPN1 agonist | Runt-SMMHC FRET
COC(=O)c1cccc(NC(=O)CSc2nnnn2C)c1 | -13 | 8 | -8 | 1 | -0.7 | 0.6 | 10 | 0.7 | 1
CC(C)[C@H](NC(=O)c1ccccc1F)C(=O)Nc1nc2c(s1)CCCC2 | -2 | -19 | 0 | 17 | 0.9 | -0.1 | 36 | -0.4 | 2
COCCNC(=O)c1c(N)n(/N=C/c2cccs2)c2nc3ccccc3nc12 | -12 | 17 | -6 | -12 | -7.9 | 1.0 | -2 | 1.2 | 24
COc1ccc(Cl)cc1N1Cc2ccccc2C1 | -2 | 4 | -18 | -5 | -0.8 | -0.1 | 8 | -1.1 | -2
CC1=CC(C)(C)N=C(Nc2ccc(C)cc2)S1 | -2 | 9 | -6 | -14 | -2.4 | 1.0 | 48 | 0.3 | 0
CC(C)(C)NC(=O)C(=O)NCCC1=CCCCC1 | 1 | 22 | -2 | 1 | 2.4 | 0.7 | 1 | 0.5 | -5
CC(C)CNS(=O)(=O)c1ccc(CCC(=O)NCC2CCCO2)cc1 (centres undefined) | -8 | -5 | 10 | 1 | -1.2 | 0.2 | -13 | 0.7 | -1
c1ccc2c(c1)nc1n2CN(Cc2ccc3c(c2)OCO3)CN1 | -4 | 0 | -9 | -5 | -0.2 | 0.4 | 13 | 0.9 | 1
COCC(C)N1C(=O)Cc2c1nc(N)c1c(N)nc(N3CCN(c4ccccc4F)CC3)c(C#N)c21 (centres undefined) | 9 | -10 | -19 | -9 | -1.0 | 1.6 | 47 | 1.5 | 0
Cc1sc(NC(=O)c2ccco2)nc1-c1ccc2c(c1)CC(C)N2C(=O)C1CC1 (centres undefined) | -2 | 0 | -32 | -4 | -17 | 0.3 | nt | 1.1 | 2
Cc1cc(=O)[nH]c(N/N=C/c2ccc([N+](=O)[O-])cc2)n1 | -11 | -5 | -14 | -14 | -1.2 | 0.9 | 1 | 0.7 | 2
C=CCNC(=O)COC(=O)c1ccc(C)c(NC(=O)c2ccco2)c1 | -19 | 6 | -14 | -12 | 1.8 | 0.3 | -8 | -0.2 | -1
O=C(CCc1ccc(S(=O)(=O)N2CCOCC2)cc1)N1CCc2ccccc2C1 | -20 | 16 | 0 | -23 | 0.7 | 1.2 | -17 | -1.1 | -3

3 compounds out of the list above, ordered by the value under EBV gp42 inh, lowest first.
SMILES	EBV gp42 inh	NCF1 inh	Mdm2 ligase inh	TRPML3 agonist	CHOP inh	Runt-SMMHC FRET
CSC1=N/C(=C\c2ccccc2)C(=O)N1C	-52	-5	-1	0.5	8	3
COc1ccc(Cl)cc1N1Cc2ccccc2C1	-2	-18	-5	-0.1	8	-2
Nc1cc(-c2ccccc2)nn1S(=O)(=O)c1ccc(Br)cc1	-1	-8	-6	-1.0	16	-3
